# Screening results (PubChem BioAssay)
# KOR beta-arrestin-1: KOR agonists, beta-arrestin recruitment, primary screen, cell-based, luminescence, uHTS (AID 1777); 280,000 compounds, 0.02% hits; KOR beta-arrestin recruitment, luminescence; higher % means a stronger effect; one-dose activation, % at 10 µM; EC50 in µM for titrated hits; in the data active = activation above about 50%, passing the limit was not always enough; also: a part of the inactive calls stands beside numbers as strong as those of hits
# GPR35 antagonists: inhibition of zaprinast-stimulated GPR35 beta-arrestin translocation – imaging, U2OS, beta-arrestin-GFP, zaprinast agonist, primary screen (AID 2058) | U2OS GPR35 beta-arrestin-GFP translocation imaging, zaprinast antagonism; higher % means a stronger effect | one-dose inhibition, % at 10 µM; IC50 in µM for titrated hits | 290,000 compounds, 0.052% hits;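 active = inhibition of at least 50% with at least 30 cells and total cytoplasm GFP at most 10,000,000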
# GPR55 antagonists: GPR55 antagonists blocking LPI-driven arrestin recruitment, primary screen, imaging, U2OS, beta-arrestin-GFP, LPI agonist (AID 2013). U2OS GPR55 beta-arrestin-GFP translocation imaging, LPI antagonism; higher % means a stronger effect. inhibition, % at 10 µM, or IC50 in µM where a hit was titrated. 290,000 compounds, 0.13% hits;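 active = spots per cell inhibited over 60%, with over 100 cells counted and total cytoplasm intensity under 500,000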;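 also: U2OS cells stably carrying GPR55 and arrestin-GFP stimulated by 5 µM LPI near EC80; imaged beta-arrestin-GFP aggregate spots per cell after agonist stimulation; plate controls were LPI-stimulated DMSO wells for no effect and DMSO wells without LPI for full effect; some results filed as inactive read as strong as hits; confirmed hits need IC50 under 10 µM and bright autofluorescent wells are also inconclusive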
# GPR55 beta-arrestin: GPR55 agonists via beta-arrestin recruitment, primary screen, imaging, U2OS cells, beta-arrestin-GFP redistribution (AID 1961). U2OS GPR55 beta-arrestin-GFP redistribution imaging; higher % means a stronger effect. activation, % at 10 µM; hits with a dose series show EC50 in µM. 290,000 compounds, 0.048% hits;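 active = activation above 40% with more than 50 cells counted in the well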;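 also: U2OS osteosarcoma cells stably expressing GPR55 and beta-arrestin-GFP; plate controls were DMSO negative control for no effect and LPI positive control for full effect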
# NTR1 agonist: agonists of NTR1, primary screen, imaging, U2OS cells, beta-arrestin-GFP, high content (AID 493036). activation, % at 20 µM. P30989. 330,000 compounds, 0.17% hits. NTR1-U2OS beta-arrestin-GFP spot imaging, agonist mode;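 active = activation at or above 40% of the spot to cytoplasm intensity ratio, with at least 20 cells analyzed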;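 also: 0% = DMSO without peptide and 100% = 100 nM NTR1 peptide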
# Target sequence (P30989 whole entry, looked up): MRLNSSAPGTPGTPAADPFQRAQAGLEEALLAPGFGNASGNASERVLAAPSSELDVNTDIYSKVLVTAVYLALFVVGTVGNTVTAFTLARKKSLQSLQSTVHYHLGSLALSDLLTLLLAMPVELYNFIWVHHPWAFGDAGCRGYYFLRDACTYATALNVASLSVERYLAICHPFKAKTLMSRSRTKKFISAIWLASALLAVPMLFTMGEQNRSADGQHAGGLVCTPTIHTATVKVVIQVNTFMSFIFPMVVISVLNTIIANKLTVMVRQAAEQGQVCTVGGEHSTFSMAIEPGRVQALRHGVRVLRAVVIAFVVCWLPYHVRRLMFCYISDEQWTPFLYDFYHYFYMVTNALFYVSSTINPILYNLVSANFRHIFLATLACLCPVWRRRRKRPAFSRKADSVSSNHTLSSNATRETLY
# KOR beta-arrestin-2: kappa opioid receptor blockers – cell-based, luminescence, uHTS (AID 1778); KOR beta-arrestin recruitment, luminescence, antagonist mode; higher % means a stronger effect; 290,000 compounds, 0.091% hits; inhibition, % at 10 µM, or IC50 in µM where a hit was titrated; in the data active = inhibition above about 50%; also: strong numbers were not always called active
# PhoP inhibition: inhibitors of PhoP regulon expression, primary screen, Salmonella Typhimurium, GFP reporter (AID 1863) | 300,000 compounds, 0.16% hits | one-dose inhibition, % at 50 µM; IC50 in µM for titrated hits | S. Typhimurium PhoP-regulated promoter GFP reporter, 4 h; higher % means a stronger effect;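 active = inhibition over 29.93%, a cutoff 3 SD above the screen mean, later confirmed by dose response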;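 also: 0% = low Mg2+ inducing control and 100% = high Mg2+ repressing control; strong numbers were not always called active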
# West Nile virus CPE: West Nile virus antiviral activity, cell-based, CPE readout (AID 1621); West Nile virus-infected cells, CPE inhibition; higher % means a stronger effect; CPE inhibition, % at 10 µM; hits with a dose series show IC50 in µM; 290,000 compounds, 0.02% hits; in the data active = a potency from the dose series; also: strong numbers were not always called active
# T cell HTS: modulates CD8 T cell binding to vesicles | 2C CD8+ T cell-vesicle binding, flow cytometry; active compounds read low | calls only at 7 µM | 330,000 compounds, 0.068% hits | AID 2052;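 active = response, share of CD8 T cells binding vesicles, and their 90th percentile fluorescence all below set limits, cut at about 80% in these data, passing the limit was not always enough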
#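 Read-out – percent CD8+ FL2 mean versus row control · System – murine 2C transgenic CD8+ T lymphocytes · Times – 1.5 h cell–vesicle binding at 37 °C, then 20 min icy labelling · Control set – naked vesicles low, QL9 vesicles with vehicle high · Detection – cytometric PE anti-B7-1 and Alexa647 anti-CD8 signals after 1% paraformaldehyde fixation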
# T cell HTS vesicle-bound %: further read-out of T cell HTS, marked with its call; double positive events, %; measured here: CD8+ vesicle-bound cell fraction;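 binding gate set so that unloaded-vesicle control wells show 10% double positive cells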
# NTR1 agonist cell count 20 µM: recorded beside NTR1 agonist, whose call it bears; cell count; measured here: cell count, cytotoxicity flag
# An asterisk follows results filed as active; i = inactive; . = not tested or not shown; [ ] = another dose, or the depositor's remark.
SMILES,KOR beta-arrestin-1,GPR35 antagonists,GPR55 antagonists,GPR55 beta-arrestin,NTR1 agonist,NTR1 agonist cell count 20 µM,KOR beta-arrestin-2,PhoP inhibition,West Nile virus CPE,T cell HTS,T cell HTS vesicle-bound %
Cc1cc(OC(C)C(=O)N(Cc2ccco2)C2CCS(=O)(=O)C2)cc(C)c1Cl (stereo unspecified),-3.6%,9%,2%,-0.1%,8.8,55,-23%[20 µM],.,-0.9%,i,56
CC(=O)[C@@]1(O)C(C)CC2C3C=C(C)C4=Cc5c(cnn5-c5ccccc5)C[C@]4(C)C3C(O)C[C@@]21C (stereo partly specified),8.2%,36%,5%,0.0%,.,.,-12%,-6%,14%,i,62
O=C(CSc1ccc2nnc(CCNC(=O)c3ccccc3)n2n1)NCCc1ccccc1,-1.4%,-12%,0%,0.0%,-2.3,66,11%,-5%,-0.7%,i,12
Cc1cc(C)nc(NC(=O)CSc2nccc(C)n2)n1,3.6%,8%,3%,0.1%,2.7,78,-8%,3%,0.3%,i,47
O=[N+]([O-])c1ccc(-c2nc(C(Cl)Cl)c3ccccc3n2)cc1,7.7%,8%,-5%,-0.1%,2.4,45,-12%,-16%,-0.9%,i,42
COC(=O)C1=C(O)/C(=C\c2ccc(CNS(=O)(=O)c3ccc(Cl)cc3)o2)N=C1C,-1.8%,6%,8%,-0.4%,2.0,58,20%,-2%,0.2%,i,42
C=CCn1c(SCc2cccc(C#N)c2)nnc1-c1ccccc1O,0.6%,-12%,5%,-0.3%,-2.5,61,-21%,3%,0.3%,i,62
CCn1cc(C(=O)NCc2ccco2)c(=O)c2cc(S(=O)(=O)N3CCCC3)ccc21,0.0%,-6%,0%,0.0%,-0.5,29,-39%,3%,.,i,43
O=[N+]([O-])c1cc(C(F)(F)F)ccc1NC1CCN(Cc2ccccc2)C1 (stereo unspecified),-1.6%,12%,8%,0.0%,4.8,50,34%,2%,-0.6%,i,62
O=C(CCCCC(=O)Nc1ccc(F)cc1)Nc1ccc(F)cc1,-4.2%,6%,-4%,-0.1%,-1.0,54,11%,9%,-0.7%,i,44
Nc1ccc2oc(-c3ccc4nc[nH]c4c3)nc2c1,2.2%,-10%,2%,-0.1%,-2.0,89,42%,-13%,2.2%,i,18
CC(=O)c1cccc(NC(=O)CN2C=NS(=O)(=O)c3ccc(C)cc32)c1,4.4%,-10%,4%,-0.4%,-0.5,60,-30%,-5%,-0.4%,i,30
COc1ccc([N+](=O)[O-])cc1NC(=O)COC(=O)Cc1cc(OC)c(OC)c(OC)c1,-3.4%,19%,2%,-0.1%,2.5,42,-1%,5%,0.0%,i,41
Cc1c(Cl)cccc1Nc1nc(N)nc(CN2CCc3ccccc3C2)n1,-2.4%,-4%,4%,-0.1%,1.8,54,43%,17%,-0.1%,i,14
CC(C(=O)NC1CCCC1)N(c1ccc(Oc2ccccc2)cc1)S(C)(=O)=O (stereo unspecified),-1.7%,-9%,9%,0.4%,-0.7,38,-32%,-7%,-1.5%,i,18
CC(=O)Nc1ccc(C(=O)N2CCCC2)cc1,4.9%,12%,21%,-0.1%,-1.6,28,-8%,-6%,0.5%,i,32
Cc1ccc(C(=O)NCCN(C)C)c(C)c1,-2.5%,-1%,26%,-0.3%,-3.3,82,38%,5%,1.0%,i,64
COc1cccc(Nc2nnc(SCC3CCCCO3)s2)c1 (stereo unspecified),0.1%,-1%,16%,-0.4%,1.1,56,4%,0%,0.8%,i,35
CC(=O)c1cc(CN2CCN(CCc3ccccc3)C(CCO)C2)cs1 (stereo unspecified),.,10%,-2%,0.1%,-0.1,47,-20%[20 µM],1%,-0.2%,i,39
COc1ccc(NC(=O)c2oc3ccccc3c2C)cn1,2.3%,6%,-1%,1.1%,0.0,67,-6%,-8%,-0.4%,i,59
O=C(NCCCN1CCOCC1)c1ccc(/C=C2\Oc3ccccc3N(Cc3ccccc3F)C2=O)cc1,-5.0%,-4%,5%,-0.2%,32,47,-10%,2%,1.5%,i,20
c1ccc(-c2cnnn2-c2ccccc2)cc1,-4.8%,14%,2%,-0.1%,2.3,61,-3%[20 µM],-4%,-0.6%,i,60
O=C(OCC(=O)N1CCN(C(=O)c2ccco2)CC1)c1cc(-c2ccco2)nc2ccccc12,-3.7%,-18%,-2%,0.0%,1.9,70,10%,-4%,0.4%,i,42
COc1ccc(CN2CCN(Cc3ccccc3)C(CCO)C2)cc1OC (stereo unspecified),1.6%,4%,4%,-0.2%,-1.2,93,-16%,-8%,-0.5%,i,57
CC(C)C1Oc2cc3oc(=O)ccc3cc2C1=O (stereo unspecified),-0.5%,14%,16%,0.4%,2.3,43,11%,3%,-0.4%,i,11

# Whole records, looked up by structure. Order of values: KOR beta-arrestin-1 | GPR35 antagonists | GPR55 antagonists | GPR55 beta-arrestin | NTR1 agonist | NTR1 agonist cell count 20 µM | KOR beta-arrestin-2 | PhoP inhibition | West Nile virus CPE | T cell HTS | T cell HTS vesicle-bound %
# Cc1cc(OC(C)C(=O)N(Cc2ccco2)C2CCS(=O)(=O)C2)cc(C)c1Cl (stereo unspecified) as listed: -3.6% | 9% | 2% | -0.1% | 8.8 | 55 | -23%[20 µM] | . | -0.9% | i | 56
# COc1cccc(Nc2nnc(SCC3CCCCO3)s2)c1 (stereo unspecified) as listed: 0.1% | -1% | 16% | -0.4% | 1.1 | 56 | 4% | 0% | 0.8% | i | 35

# Further records.
SMILES,KOR beta-arrestin-1,GPR35 antagonists,GPR55 antagonists,GPR55 beta-arrestin,NTR1 agonist,NTR1 agonist cell count 20 µM,KOR beta-arrestin-2,PhoP inhibition,West Nile virus CPE,T cell HTS,T cell HTS vesicle-bound %
COc1ccc(NC(=O)CSc2nncn2C)cc1,4.2%,-5%,2%,0.0%,0.4,83,-20%,-3%,0.5%,i,64
COc1ccccc1-c1c(C)oc2c(CN3CCCCC3C)c(O)ccc2c1=O (stereo unspecified),-7.1%,-1%,9%,-0.1%,0.5,37,24%,9%,0.4%,i,11
Cc1ccc(CC(CC(=O)NCCc2ccc3c(c2)OCO3)C(=O)O)cc1 (stereo unspecified),-1.3%,7%,-12%,0.0%,-0.6,47,-8%,4%,0.5%,i,27
Cc1cc(C)cc(-n2nnnc2SCC(=O)N2CCOCC2)c1,-5.4%,11%,1%,-0.3%,0.7,86,3%,5%,-0.3%,i,17
Nn1c(SCc2ccc(Br)cc2)nnc1-c1ccncc1,-1.7%,-3%,7%,0.2%,0.1,45,-6%,-2%,-1.0%,i,56
CCO[C@@H]1OC(C(N)=O)=C[C@H](c2ccc(Br)cc2)[C@H]1CCCO,4.0%,-13%,-3%,-0.2%,0.8,28,-14%,12%,-0.5%,i,16
CCOC(=O)N1CCN(c2ncnc3scc(-c4ccccc4)c23)CC1,1.1%,-12%,-5%,-0.1%,9.9,99,-40%,-4%,-0.3%,i,19
CC(C)(C)c1ccc(C(=O)Nc2cccc(C(=O)N3CCOCC3)c2)cc1,7.5%,3%,7%,-0.1%,2.1,68,-15%,4%,-0.7%,i,64
S=C(NCc1cccnc1)Nc1ccc(Oc2ccc(Cl)cc2)cc1,6.3%,0%,7%,0.3%,5.0,54,8%,4%,-1.0%,i,10
Cc1ccc(S(=O)(=O)N2CCCC2)cc1S(=O)(=O)N1CCCC1,-6.9%,-5%,6%,-0.2%,-1.6,69,6%,1%,0.3%,i,62
OCC[C@H]1C[C@@H](O)[C@H](O)[C@]2(CCCCO2)O1,8.2%,37%,7%,-0.1%,11,80,31%,-5%,0.5%,i,20
CCCCn1cnc2cc(C)c(C)cc21,-7.1%,-2%,-19%,0.2%,0.7,29,2%,17%,0.7%,.,.
COc1ccc(S(=O)(=O)N2CCOC2CNC(=O)C(=O)NCc2ccco2)cc1 (stereo unspecified),-1.4%,-8%,-4%,-0.1%,4.7,59,4%,-3%,-0.2%,i,44
COc1cccc(-c2cc(C(=O)N3CCN(C(=O)c4ccco4)CC3)on2)c1,1.7%,23%,-1%,-0.2%,-0.2,56,-41%,6%,-0.2%,i,10
O=C(Nc1nncs1)C1CC(=O)N(CCc2ccc(F)cc2)C1 (stereo unspecified),-5.8%,14%,-15%,-0.1%,0.8,52,8%,8%,0.4%,i,22
CCn1c(-c2ccccc2Cl)nn(CC(=O)NCCc2ccccc2)c1=S,9.3%,6%,-2%,-0.3%,6.9,63,29%,4%,0.2%,i,36
CC1(C)CC(=O)C2=C(C1)N(c1ccccc1)C(=O)C2(O)C(F)(F)F (stereo unspecified),-2.4%,.,8%,-0.3%,-0.2,77,1%,-1%,-1.0%,i,42

# Molecules listed so far with an aryl methoxy group (eight):
SMILES,KOR beta-arrestin-1,GPR35 antagonists,GPR55 antagonists,GPR55 beta-arrestin,NTR1 agonist,NTR1 agonist cell count 20 µM,KOR beta-arrestin-2,PhoP inhibition,West Nile virus CPE,T cell HTS,T cell HTS vesicle-bound %
COc1ccc([N+](=O)[O-])cc1NC(=O)COC(=O)Cc1cc(OC)c(OC)c(OC)c1,-3.4%,19%,2%,-0.1%,2.5,42,-1%,5%,0.0%,i,41
COc1cccc(Nc2nnc(SCC3CCCCO3)s2)c1 (stereo unspecified),0.1%,-1%,16%,-0.4%,1.1,56,4%,0%,0.8%,i,35
COc1ccc(NC(=O)c2oc3ccccc3c2C)cn1,2.3%,6%,-1%,1.1%,0.0,67,-6%,-8%,-0.4%,i,59
COc1ccc(CN2CCN(Cc3ccccc3)C(CCO)C2)cc1OC (stereo unspecified),1.6%,4%,4%,-0.2%,-1.2,93,-16%,-8%,-0.5%,i,57
COc1ccc(NC(=O)CSc2nncn2C)cc1,4.2%,-5%,2%,0.0%,0.4,83,-20%,-3%,0.5%,i,64
COc1ccccc1-c1c(C)oc2c(CN3CCCCC3C)c(O)ccc2c1=O (stereo unspecified),-7.1%,-1%,9%,-0.1%,0.5,37,24%,9%,0.4%,i,11
COc1ccc(S(=O)(=O)N2CCOC2CNC(=O)C(=O)NCc2ccco2)cc1 (stereo unspecified),-1.4%,-8%,-4%,-0.1%,4.7,59,4%,-3%,-0.2%,i,44
COc1cccc(-c2cc(C(=O)N3CCN(C(=O)c4ccco4)CC3)on2)c1,1.7%,23%,-1%,-0.2%,-0.2,56,-41%,6%,-0.2%,i,10
